Bioassay records as filed in PubChem BioAssay.
Tb PGK inh = qHTS Assay to Find Inhibitors of Phosphoglycerate Kinase; Phosphoglycerate kinase, glycosomal (Trypanosoma brucei brucei), P07378; PGK/GAPDH coupled, Kinase-Glo luminescence, 60 min; Potency, µM (series often up to 57.5 µM), without a hit: top-dose activity change, negative = inhibition, actives largely listed as inhibitors; actives 0.043% (n = 380,000); AID 602233, 2012; further: potency means the concentration at half of the fitted maximal effect; on the % scale 0 is the no-effect control and ±100 the full control effect; nearly all actives have a fitted effect of over 60% in size
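Recombinant glycosomal PGK reaction used 1,3-bisphosphoglycerate generated in-well by GAPDH (100nM final) in 100mM TEA pH 7.6, 5mM MgCl2, 0.01% Tween-20. After 60 minutes at room temperature, ATP was read by Kinase-Glo Plus luminescence end-point.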
rTrxR1 inhibitor = qHTS Assay for Inhibitors of Mammalian Selenoprotein Thioredoxin Reductase 1 (TrxR1): qHTS; Thioredoxin reductase 1, cytoplasmic (Rattus norvegicus), O89049; recombinant rTrxR1, NADPH fluorescence consumption, selenite substrate; Potency, µM (series often up to 114 µM), for the others: top-dose activity change, negative = inhibition, usual class: inhibitors; actives 1% (n = 390,000); AID 588453, 2011; further: potency means the concentration at half of the fitted maximal effect; on the % scale 0 is the no-effect control and ±100 the full control effect; nearly all actives have a fitted effect of over 65% in size
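Rat TrxR1 (90 nM in the dispensed reagent) was pre-reduced with 400 uM NADPH for 5 min at room temperature, then incubated with compound for 15 min. After 400 uM selenite was added, NADPH fluorescence (Ex 340/Em 450 nm) was followed for 8 min.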
PI4K2A inh = qHTS for small molecular inhibitors of PI4K2A; purified PI4K2A, ADP-Glo luminescence, 1 h; stronger effect = lower value; Phosphatidylinositol 4-kinase type 2-alpha (Homo sapiens), Q9BTU6; AID 1346378, 2018; activity change, negative = inhibition, % at 76.9 µM; actives 0.13% (n = 420,000); in the data active means activity change below about -50%; inconclusive means mostly about -30% to -49%;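 further: -100% = wells without enzyme as full effect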
Target sequence (Q9BTU6 whole entry, looked up): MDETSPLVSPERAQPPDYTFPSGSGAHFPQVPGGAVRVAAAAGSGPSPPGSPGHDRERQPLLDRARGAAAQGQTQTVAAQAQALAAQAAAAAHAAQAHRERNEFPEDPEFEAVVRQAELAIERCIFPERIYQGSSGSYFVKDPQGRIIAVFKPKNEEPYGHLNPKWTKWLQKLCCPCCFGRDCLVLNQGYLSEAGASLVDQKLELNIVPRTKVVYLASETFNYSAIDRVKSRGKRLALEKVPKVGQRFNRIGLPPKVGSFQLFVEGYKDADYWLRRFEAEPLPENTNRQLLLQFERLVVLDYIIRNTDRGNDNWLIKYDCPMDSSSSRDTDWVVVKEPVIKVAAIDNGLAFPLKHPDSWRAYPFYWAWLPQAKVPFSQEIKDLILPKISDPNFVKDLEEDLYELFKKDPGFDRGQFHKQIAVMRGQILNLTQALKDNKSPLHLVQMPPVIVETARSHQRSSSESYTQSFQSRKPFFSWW
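PI4K2A activity was measured by ADP-Glo luminescence: enzyme (4 ug/mL stock) and phosphatidylinositol (1.2 mM stock) in Tris pH 7.5/MgCl2/EGTA/Triton X-100 buffer were reacted with ATP (300 microM stock) for one hour at ambient temperature.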
Pin1 inh = qHTS Assay to Find Inhibitors of Pin1; Peptidyl-prolyl cis-trans isomerase NIMA-interacting 1 (Homo sapiens), Q13526; AID 504891, 2011; actives 0.009% (n = 390,000); Pin1 FP peptide displacement, HiFluor488, 10 min; Potency, µM (doses to about 115 µM), for the others: at the highest dose activity, negative = inhibition, actives largely listed as inhibitors; active means well fitted inhibition curve with a large enough effect in the polarisation, with a control signal flat, not every such curve was filed as active; inconclusive means small, poorly fitted or top-dose-only effect, or effect the other way, or a change in a side signal; inactive means no such curve, though single readings can be large or run the other way; the % refers to the polarisation; further: potency means the concentration at half of the fitted maximal effect; on the % scale 0 is the no-effect control and ±100 the full control effect
Target sequence (Q13526 whole entry, looked up): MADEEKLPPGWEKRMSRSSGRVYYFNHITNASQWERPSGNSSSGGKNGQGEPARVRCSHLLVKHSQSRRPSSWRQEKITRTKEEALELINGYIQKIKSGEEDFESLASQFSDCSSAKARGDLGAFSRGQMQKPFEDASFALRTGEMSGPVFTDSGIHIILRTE
TrxR1 substrate = qHTS Assay for Substrates of Mammalian Selenoprotein Thioredoxin Reductase 1 (TrxR1): qHTS; Thioredoxin reductase 1, cytoplasmic (Rattus norvegicus), O89049; purified TrxR1 substrate turnover, NADPH consumption readout; Potency, µM (series often up to 114 µM), for inactives: at the top dose activity change, negative = substrate turnover; actives 0.01% (n = 390,000); further: potency means the concentration at half of the fitted maximal effect; on the % scale 0 is the no-effect control and ±100 the full control effect; nearly all actives have a fitted effect of over 50% in size
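Rat TrxR1, dispensed at 90 nM, was prereduced with 400 uM NADPH (final) for 5 min at ~22 deg C, then incubated with compound 15 min before 400 uM selenite. A first-read NADPH fluorescence drop versus no-compound background flagged substrates.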
HP1b chromo inh = HTS for Inhibitors of HP1-beta Chromodomain Interactions with Methylated Histone Tails | Chromobox protein homolog 1 (Homo sapiens), P83916 | AlphaScreen HP1-beta / biotin-H3K9me3 peptide binding | Potency, µM (series often up to 114 µM), without a hit: top-dose activity change, negative = inhibition, most hits filed as inhibitors | actives 0.56% (n = 390,000); further: potency means the concentration at half of the fitted maximal effect; nearly all actives have a fitted effect of over 70% in size; inactives centre near 23
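Compound inhibition of the preformed complex between 50 nM HP1-beta and 50 nM biotinylated H3K9me3 peptide was read by AlphaScreen. Buffer was PBS pH 7.4 with 0.01% Tween-20. Incubations ran 30 min at room temperature, with 10 ug/mL donor/acceptor beads.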
GLS inhibitor = qHTS for Inhibitors of Glutaminase (GLS); GLS enzymatic activity, qHTS titration; Potency, µM (top dose mostly 45.5 µM), for the others: at the highest dose activity change, negative = inhibition, hits mostly inhibitors; actives 0.21% (n = 410,000); AID 624170, 2012; further: potency means the concentration at half of the fitted maximal effect; on the % scale 0 is the no-effect control and ±100 the full control effect
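Enzyme dispensed in phosphate buffer (45 mM, pH 8.2, 0.02% Tween-20), compounds pinned in, then 1 mM L-glutamine solution and the glutamate oxidase–HRP–Amplex Red mix added; fluorescence read immediately and again after 30 min at room temperature.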
IDH1 R132H inh = qHTS for Inhibitors of mutant isocitrate dehydrogenase 1 (IDH1): qHTS; Potency, µM (series often up to 76.6 µM), inactives show at the highest dose activity change, negative = inhibition, usual class: inhibitors; IDH1-R132H enzyme, NADPH consumption, diaphorase/resazurin fluorescence; AID 602179, 2012; Isocitrate dehydrogenase [NADP] cytoplasmic (Homo sapiens), O75874; actives 0.093% (n = 390,000); further: potency means the concentration at half of the fitted maximal effect; on the % scale 0 is the no-effect control and ±100 the full control effect; nearly all actives have a fitted effect of over 65% in size
Target sequence (O75874 whole entry R132H, stated change not applied): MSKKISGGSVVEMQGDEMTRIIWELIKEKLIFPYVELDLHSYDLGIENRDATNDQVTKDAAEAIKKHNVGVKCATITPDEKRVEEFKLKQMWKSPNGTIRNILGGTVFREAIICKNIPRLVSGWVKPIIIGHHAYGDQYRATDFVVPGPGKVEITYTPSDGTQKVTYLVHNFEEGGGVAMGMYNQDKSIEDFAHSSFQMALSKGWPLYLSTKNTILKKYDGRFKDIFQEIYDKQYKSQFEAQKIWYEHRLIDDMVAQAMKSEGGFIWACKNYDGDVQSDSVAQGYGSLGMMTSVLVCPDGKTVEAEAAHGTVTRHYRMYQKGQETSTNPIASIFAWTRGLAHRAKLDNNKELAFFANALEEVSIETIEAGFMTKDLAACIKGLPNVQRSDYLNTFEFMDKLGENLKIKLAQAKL
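IDH1-R132H (0.5 ug/mL dispensed) in pH 7.5 Tris buffer was preincubated 30 min with compound, then given a substrate mix of 0.016 mM NADPH and 2 mM alpha-KG for 80 min at room temperature; remaining NADPH was read by diaphorase/resazurin fluorescence.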
USP1-UAF1 inh = Inhibitors of USP1/UAF1: Primary Screen; actives 0.23% (n = 390,000); Potency, µM (highest dose often 57.1 µM), inactives show top-dose activity change, negative = inhibition, actives largely listed as inhibitors; Ubiquitin carboxyl-terminal hydrolase 1 (Homo sapiens), O94782; recombinant USP1/UAF1, Ub-Rhodamine cleavage fluorescence; further: potency means the concentration at half of the fitted maximal effect; on the % scale 0 is the no-effect control and ±100 the full control effect; nearly all actives have a fitted effect of over 60% in size; inactives centre near -12
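High-throughput fluorogenic screen: 1nM USP1/UAF1 complex, Ub-Rho substrate 150nM final, 50mM HEPES pH 7.8 with 0.5mM EDTA, 0.1 mg/ml BSA, 1mM TCEP and 0.01% Tween-20.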
* hit, by the source's call; i = inactive; ? = inconclusive; . = not tested or not shown; & = joins results of further samples; [ ] = dose if it differs, or a comment. Unless noted, the call rests on the fitted dose curve; in most records, active means well fitted curve in the direction sought with a large enough effect; inconclusive means small, poorly fitted or top-dose-only effect, or another doubt; inactive means no such curve, though single readings can be large; an effect the other way counts as inactive or inconclusive. An excerpt; the hit share may differ from the screen's.

SMILES | Tb PGK inh | rTrxR1 inhibitor | PI4K2A inh | Pin1 inh | TrxR1 substrate | HP1b chromo inh | GLS inhibitor | IDH1 R132H inh | USP1-UAF1 inh
COc1ccc(C)cc1NC(=O)c1cc(-c2ccccc2)nc2c1cnn2C(C)C | -6% | 44%[activator] | -3 | 6% | 0% | 64%[activator] | 3% | -10% | -20%
Cc1nc2c(C(=O)Nc3ccc(N4CCCC(O)C4)cc3)snc2c(=O)[nH]1 (stereo unspecified) | -1% | -10% | -21 | ? | -2% | 26% | 5% | 4% | -23%
CCN(CC)C(=O)C1=C(C)N(CCCOC)C(=O)C(CC(=O)NCCCCc2ccccc2)C1 (stereo unspecified) | -2% | . | 6 | . | . | . | -1% | 0% | -9%
COc1cc(C(c2c(C)[nH][nH]c2=O)c2c(C)[nH][nH]c2=O)cc([N+](=O)[O-])c1O | i | 7%[57.1 µM] | -18 | -25% | -7% | ? | ? | 0% | ?
Cc1ccc(Cn2c(O)c(N=NC(=S)Nc3ccccc3F)c3cc(S(=O)(=O)N4CCOCC4)ccc32)cc1 | -7% | -6% | 0 | 12% | -3% | 13% | 2% | 0% | -7%
COc1cccc(N2CCN(C(=O)c3ccc(CS(=O)c4ccc(Cl)cc4)o3)CC2)c1 (stereo unspecified) | -5% | 22% | -6 | -4% | -2% | -4%[57 µM] | 26% | 4% | -13%
CC1CC(C)CN(C(=O)COC(=O)COc2ccc(C#N)cc2)C1 (stereo unspecified) | -4% | -20% | 3 | -5% | -17% | 22% | -4% | 2% | -7%
COc1ccc(/C=C/C(=O)Nc2cc(C)nn2-c2nc3ccccc3[nH]2)cc1 | -4% | -2% | 3 | 17% | -2% | 43%[activator] | 5% | 4% | -2%
CCc1cccc(CC)c1NC(=O)CCS(=O)(=O)c1ccc(Br)cc1 | 4% | 4% | -1 | -6% | -2% | 37% | -11% | 9% | ?
C=CCOn1c(C)c(C(C)=O)c2c3nonc3ccc21 | i | 0% | 7 | 3% | 15% | 32% | 0% | 6% | 0%
CCOC(=O)C1(CC)NC(c2ccco2)C2C(=O)N(c3ccc(C)cc3)C(=O)C21 (stereo unspecified) | -7% | 6%[57.1 µM] | -8 | -5% | 12%[57.1 µM] | 53%[activator] | 3% | 2% | 4%
COc1cccc(NC(=O)CSC2=Nc3ccccc3C3=NC(CC(=O)NCCc4ccccc4)C(=O)N23)c1 (stereo unspecified) | i | 4%[57.1 µM] | 3 | 5% | -4%[57.1 µM] | 20% | -21% | -3% | -4%
Cn1c(CNC(=O)c2ccccc2)nnc1SCC(=O)N1CCN(c2ccccc2)CC1 | i | 11% | 3 | 7% | 7% | 25% | 28% | 8% | -10%
COc1ccc(S(=O)(=O)NCCc2cc3ccc(C)c(C)c3[nH]c2=O)cc1 | 0%&-2% | 28%&-3% | 0&0 | 0%&0% | 11%&4% | 40%&21%[activator] | 2%&-14% | 0%&-4% | -26%&-4%
O=C1C(=O)N(C2CCN(S(=O)(=O)c3ccccc3)CC2)CCN1Cc1ccccc1 | -8% | 18%[57.1 µM] | -2 | -9% | 2%[57.1 µM] | 19% | 6% | -4% | -15%
COc1ccc(C2=NN(c3nc(C)cc(C)n3)C(=O)C2)cc1 | 4% | 6%[57.1 µM] | -5 | 0% | 6%[57.1 µM] | 30% | -12% | 3% | -1%
O=C(CN1CCN(Cc2cccc(F)c2)CC1)NCc1ccccc1 | i | 20%[57.1 µM] | -5 | 0% | 12%[57.1 µM] | 1% | ? | 18% | -8%
O=C(Nc1ccc2oc(-c3ccncc3)nc2c1)c1ccc(Br)o1 | -6% | 5%[57.1 µM] | 2 | 2% | 6%[57.1 µM] | -3% | 7% | 4% | -15%
CCOC(=O)c1c(N)nn(C(=O)C(C)(C)C)c1-c1ccccc1 | i | 3% | -1 | 6% | 1% | 43%[activator] | -3% | 1% | -15%
Cn1c(=O)c2c(nc(N3CCc4ccccc4C3)n2Cc2ccccc2F)n(C)c1=O | 3% | 14% | -1 | -4% | 4% | 33% | 14% | -2% | -21%
CC(C)C[C@H](NC(=O)NCc1ccc(Cl)cc1)C(=O)O | 1% | -7% | -5 | -2% | -7% | 13% | 3% | 2% | 2%
COC(=O)C1=C(C)N(CC2CC2)C(=NCc2cccc(Cl)c2)N[C@H]1c1ccccc1 | 1% | 6% | 0 | 30% | 3% | 12% | 2% | 10% | -8%
COc1ccc(C2CC(O)(c3ccccc3)Oc3cc(OC)cc(OC)c32)cc1 (stereo unspecified) | 0% | 13%&29% | 4 | ? | 3%&6% | -12%&6% | 8% | -14% | -25%
O=C(Nc1ccccc1Cl)C1CCCN(c2ncnc3c2nc2n3CCCCC2)C1 (stereo unspecified) | 4% | 16% | 6 | -2% | 0% | 33% | -6% | -5% | -27%
COc1ccc(C(CNC(=O)c2cccc(NS(=O)(=O)c3ccccc3)c2)N(C)C)cc1 (stereo unspecified) | 1% | -10% | -1 | -4% | -5% | 22% | 1% | 3% | -11%
CC(C)CN(C(=O)c1ccc(F)cc1F)c1c(N)n(CC(C)C)c(=O)[nH]c1=O | -9% | 19% | -1 | 1% | 5% | 15% | -4% | 0% | -27%
C(=C\c1ccncc1)/c1ccccc1 | -2% | -1% | -12 | -5% | 2% | 81%[activator] | 8%&-2%&11% | 6% | -12%
CCCC(=O)NC(c1ccc(Cl)cc1Cl)c1ccc2cccnc2c1O (stereo unspecified) | -10% | 4% | 2 | -3% | 4% | 44%[activator] | -1% | -2% | -25%
O=C(NCCCN1CCOCC1)c1ccc2c(c1)N(Cc1cccc(Cl)c1)C(=O)CS2 | -2% | 22% | 0 | -6% | 8% | 15% | 7% | -2% | -12%
O=C(COC(=O)c1ccccc1F)NC1CC1 | -3% | 9% | 10 | 2% | 0% | 37% | 0% | 0% | -6%
Brc1cccc(-c2nnco2)c1 | 0% | 7% | 1 | -9% | -1% | 39%[activator] | 6% | -1% | -15%
Cc1ccc(C(=O)c2ccc(O)cc2)cc1C | -6% | 1% | -1 | 1% | -8% | 47%[activator] | -23% | -2% | -9%
CC(=O)c1cnc2c(-c3ccc(Cl)cc3)c(C)nn2c1C | -7% | -3% | 2 | 0% | 0% | 12% | 18% | -1% | -24%
CN(C)S(=O)(=O)c1cccc(C(=O)NCC2CCCCC2)c1 | i | 6% | 2 | -9% | 4% | 68%[activator] | 2% | 6% | ?
O=C(N/N=C/c1cccs1)c1cnccn1 | 2% | -20% | 0 | -4% | -18% | 32% | 7% | 7% | 4%
CC(C)(C)[C@@H]1COC(=O)[C@H](Cc2ccc(F)cc2)CC/C=C\C[C@H](CC(=O)N(CCO)Cc2ccccc2)C(=O)N1 | -1% | 6% | 0 | 0% | -9% | 52%[activator] | -3% | 8% | ?
Cc1ccc(C)c(OCCSc2nnc(-c3cccnc3)n2N)c1 | -8% | -6% | -2 | 9% | -3% | 46%[activator] | 2% | 6% | -14%
CC(NC(=O)/C(C#N)=C/c1cn(-c2ccccc2)nc1-c1ccc(F)cc1)c1ccccc1 (stereo unspecified) | 0% | -6% | 2 | -7% | -3% | 27% | 13% | 6% | -2%
CCOc1ccc(/C=N/N2CCN(Cc3ccccc3)CC2)cc1 | -9% | 23% | 4 | 1% | 0%[57.1 µM] | ? | -12% | 13% | -22%

Reformatted: entries from further up
molecule: COc1cccc(N2CCN(C(=O)c3ccc(CS(=O)c4ccc(Cl)cc4)o3)CC2)c1 (stereo unspecified)
  Tb PGK inh: -5%
  rTrxR1 inhibitor: 22%
  PI4K2A inh: -6
  Pin1 inh: -4%
  TrxR1 substrate: -2%
  HP1b chromo inh: -4%[57 µM]
  GLS inhibitor: 26%
  IDH1 R132H inh: 4%
  USP1-UAF1 inh: -13%

molecule: CC1CC(C)CN(C(=O)COC(=O)COc2ccc(C#N)cc2)C1 (stereo unspecified)
  Tb PGK inh: -4%
  rTrxR1 inhibitor: -20%
  PI4K2A inh: 3
  Pin1 inh: -5%
  TrxR1 substrate: -17%
  HP1b chromo inh: 22%
  GLS inhibitor: -4%
  IDH1 R132H inh: 2%
  USP1-UAF1 inh: -7%

molecule: COc1ccc(/C=C/C(=O)Nc2cc(C)nn2-c2nc3ccccc3[nH]2)cc1
  Tb PGK inh: -4%
  rTrxR1 inhibitor: -2%
  PI4K2A inh: 3
  Pin1 inh: 17%
  TrxR1 substrate: -2%
  HP1b chromo inh: 43%[activator]
  GLS inhibitor: 5%
  IDH1 R132H inh: 4%
  USP1-UAF1 inh: -2%
